Compound activity as filed in PubChem BioAssay.
Yeast growth inh – yeast BB579 growth reduction in restrictive medium; S. cerevisiae BB579 growth, OD615, 48 h; inhibition, % at 10 µM; 140,000 tested, 0.51% active;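 active = inhibition above a set limit, 3 SD over the mean compound inhibition, cut at about 44% in these data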; note: inactives centre near -24
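Detection: OD615 turbidity measurement; Material: Saccharomyces cerevisiae DeaD strain BB579, replicative lifespan model yeast; Timing: 48 h exposure, 30 °C; Doses: single 10 µM dose; Medium: CSMM-D restrictive synthetic medium containing dextrose (glucose); Controls: amphotericin B at 10 µg/mL as positive control.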
NPY Y2 blocker – antagonists of human neuropeptide Y receptor Y2; P49146; 140,000 tested, 0.99% active; inhibition, % at 2.7 µM; AID 793; NPY-Y2 expressing cells, antagonist mode; in the data active = inhibition above about 17%;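 note: 0% = vehicle with agonist challenge and 100% = reference antagonist with challenge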
Target sequence (P49146 whole entry, looked up): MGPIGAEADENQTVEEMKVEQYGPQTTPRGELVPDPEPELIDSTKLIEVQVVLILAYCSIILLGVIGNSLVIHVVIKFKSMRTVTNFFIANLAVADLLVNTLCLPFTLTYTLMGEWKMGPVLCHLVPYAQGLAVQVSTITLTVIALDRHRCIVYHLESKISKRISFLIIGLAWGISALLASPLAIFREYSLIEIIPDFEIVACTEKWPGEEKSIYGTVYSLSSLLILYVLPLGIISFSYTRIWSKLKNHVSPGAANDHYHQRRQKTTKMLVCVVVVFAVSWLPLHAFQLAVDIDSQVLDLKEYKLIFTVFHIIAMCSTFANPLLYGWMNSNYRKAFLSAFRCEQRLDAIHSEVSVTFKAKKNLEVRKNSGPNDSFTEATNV
Phagocyt inh – macrophage phagocytosis inhibition | J774A.1 macrophage IgG-bead phagocytosis, imaging | inhibition, % at 5 µM | 110,000 tested, 0.07% active | AID 1029;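 active = inhibition above the mean of the plate negative controls plus 5 SD, cut at about 13% in these data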;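 note: phagocytic index as fraction of beads internalized from green versus red external bead signal; plate controls were DMSO negative control for no effect and cytochalasin-D positive control for full effect; some results beyond the cut were filed as inactive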
HCT116 PTEN-null – PTEN-deleted cell growth suppression; HCT116 PTEN-null viability, CellTiter-Glo, 60 h; hits give low values; viability, % at 10 µM; 140,000 tested, 1.2% active; AID 827;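 active = viability at or below a set limit, 4 SD under the median of all tested compounds, cut at about 3.7% in these data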;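 note: PTEN knockout HCT116 line with beta catenin targeted HCT116 as companion control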
MRP-1 activ – activators of MRP-1. viability increase, % at 10 µM. 140,000 tested, 0.61% active. AID 799. H69AR cells + doxorubicin, viability rescue, CellTiter-Glo;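 active = viability gain under doxorubicin at or above a set limit, the compound median plus 3 SD, cut at about 4.7% in these data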;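 note: MRP-1 overexpressing cells given doxorubicin 25 µM after compound pretreatment; 18-22 h compound pretreatment then 72 h with doxorubicin before readout; 0% = doxorubicin-only wells and 100% = vehicle-treated cells without doxorubicin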
bCat KO growth – beta-catenin-lacking colon tumor cell growth suppression; HCT116 beta-catenin knockout viability, CellTiter-Glo, 60 h; hits give low values; viability, % at 10 µM; 140,000 tested, 1.5% active;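 active = viability at or under a set limit, the compound median less 4 SD, cut at about 6% in these data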;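 note: 0% = Hyamine 1622 control at 20 µM and 100% = untreated cell control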
GALR2 antag – blocks the human galanin receptor 2. O43603. GALR2-expressing cells, antagonist mode. inhibition, % at 4 µM. 140,000 tested, 0.39% active; in the data active = inhibition above about 27%;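 note: cells stimulated with galanin 1-16 at roughly its EC80; 0% = agonist challenge control and 100% = basal control without agonist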
Target sequence (O43603 whole entry, looked up): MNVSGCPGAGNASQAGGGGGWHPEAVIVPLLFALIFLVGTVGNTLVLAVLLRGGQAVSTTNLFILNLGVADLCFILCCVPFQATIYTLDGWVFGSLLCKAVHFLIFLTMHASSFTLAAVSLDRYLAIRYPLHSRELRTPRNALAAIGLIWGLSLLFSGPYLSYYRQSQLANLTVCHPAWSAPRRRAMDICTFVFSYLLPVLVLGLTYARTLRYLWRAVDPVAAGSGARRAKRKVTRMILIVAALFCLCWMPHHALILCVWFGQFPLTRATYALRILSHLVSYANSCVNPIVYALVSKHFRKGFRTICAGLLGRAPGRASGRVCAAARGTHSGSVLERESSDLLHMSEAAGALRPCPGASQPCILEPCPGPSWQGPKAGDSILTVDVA
Yeast life ext – yeast lifespan extension; S. cerevisiae growth with nicotinamide, OD615; deaD strain in restrictive glucose medium; inhibition of the nicotinamide effect, % at 10 µM; 130,000 tested, 0.68% active;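 active = inhibition above a set limit, placed 3 SD over the median of all compounds, cut at about 26% in these data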;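 note: 0% = nicotinamide-treated wells and 100% = cells grown without nicotinamide; some compounds called inactive have numbers as strong as hits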
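Measured by: optical density (absorbance) at 615 nm; System: modified budding yeast, DeaD strain; Medium: restrictive CSMM-D dextrose medium; Timing: 4 h preincubation then 48 h treatment at 30 °C.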
Measles CPE – protection of cells from measles virus. Measles virus-infected cells, CPE protection, absorbance. 140,000 tested, 1.5% active. protection (pct of control), % at 4 µM; in the data active = protection mostly above about 24%, no sharp cut-off; inactive = mostly below about 26%; note: some compounds called inactive have numbers as strong as hits
E-sel TNF inh – TNF alpha driven E-selectin expression inhibition; HUVEC TNFa-induced E-selectin immunofluorescence, high content; inhibition, % at 2 µM; 120,000 tested, 0.71% active; AID 1246;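 active = inhibition above the batch mean plus 3 SD, and confirmed as a hit on visual image review, cut at about 43% in these data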;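 note: 0% = TNF-stimulated DMSO wells and 100% = unstimulated control wells; not every result past the cut was called active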
An asterisk follows results filed as active; x = no result given.

SMILES	Yeast growth inh	NPY Y2 blocker	Phagocyt inh	HCT116 PTEN-null	MRP-1 activ	bCat KO growth	GALR2 antag	Yeast life ext	Measles CPE	E-sel TNF inh
CN(NC(=O)c1ccc(Cl)cc1)c1nc(-c2ccccc2)nnc1C(F)(F)F	-48	5	x	84	-3.7	88	-4	-12	7	8
Clc1ccc(CSc2nnc3ccccn23)c(Cl)c1	-2	-1	-10	116	2.6	100	-12	-6	8	x
CC(=O)N/C(=C\c1cccc([N+](=O)[O-])c1)C(=O)NC1CCCCC1	-23	0	13	89	-3.4	90	8	-2	11	-14
CCOC(=O)c1sc(NC(=O)CSc2nnnn2-c2ccccc2)nc1C	-41	3	-1	101	-1.4	99	10	-9	x	17
CCC(C)(C)c1ccc(Oc2ccc(NC(=O)COC(=O)C3=COCCO3)cc2)cc1	-45	-1	0	77	-2.6	74	-1	-6	9	-14
O=C(Nc1ccc(Cl)cc1Cl)C1CCC(=O)N1Cc1ccccc1Cl (stereo not given)	-4	4	-1	94	-2.6	91	-5	-16	7	-44
COc1ccc(C(=O)c2ccc(Cl)c([N+](=O)[O-])c2)cc1	-19	3	8	20	-3.8	8	11	-3	0	x
O=C(NCc1cccnc1)c1nnc(Cc2ccc(F)cc2)o1	7	x	1	94	0.6	85	x	-7	7	x
Nn1cc(-c2ccccc2)nc1SCC(=O)N1CCN(S(=O)(=O)c2ccc(Cl)cc2)CC1	-11	2	1	77	-2.0	75	-1	0	23*	-34
O=c1c(-c2cc3ccccc3o2)[n+]([O-])c2ccccc2n1OCc1ccccn1	-12	3	1	94	-3.6	98	-12	1	4	10
CCC(=O)Nc1ccc(S(=O)(=O)NCCc2ccccc2)cc1	-78	3	-1	91	1.0	92	-11	10	17	20
CC1CCCCN1S(=O)(=O)c1ccc(C(=O)Nc2nnc(-c3cccs3)o2)cc1 (stereo not given)	-37	1	-1	17	-4.3	24	-3	-5	13	x
CSc1ccc(Cl)c(C(=O)OCC(=O)NCc2ccco2)c1	-10	1	-1	82	-0.3	75	-10	-16	9	x
COc1cc(NC(=O)C/C(C)=N/NC(=O)C(OC)c2ccccc2)c(OC)cc1Cl (stereo not given)	-8	0	-3	97	-2.4	99	5	-1	2	x
CC1=C(C(=O)OC2CCCCCC2)C(c2ccc(C)o2)C2=C(CCCC2=O)N1 (stereo not given)	-44	2	x	70	-2.3	66	0	-10	7	x
COc1cc(OC)c(C2=NOC(C(=O)N3CCCc4ccccc43)C2)cc1Cl (stereo not given)	-68	1	1	82	0.0	85	-8	-13	57	13
O=C(CN1CCN(c2ccc(F)cc2)CC1)N1CCOCC1	-37	-2	-1	101	0.4	96	4	-6	x	1
CCOCCCNC(=O)Cn1cc2c(n1)CCCC2	-20	5	0	93	-4.0	87	-13	-5	5	-22
COc1cc(/C=C(\C#N)c2ccccn2)ccc1OCc1ccc(Cl)cc1	-18	3	-4	88	0.8	88	9	3	6	-11
CCN(CC)c1nc(N)nc(NS(=O)(=O)c2ccc(Cl)cc2)n1	7	0	-1	83	-1.1	91	4	-11	0	x
O=C(CSCc1c(Cl)cccc1Cl)NCC1CCCO1 (stereo not given)	-20	-1	x	97	-0.8	94	5	-15	6	14
Cc1ccc(Cl)c(Nc2ccccc2C(=O)O)c1Cl	-25	14	x	101	-0.8	100	2	11	4	x
CC1=C(C(=O)Nc2ccccc2C)C2(CCCC2)C(C(N)=O)C(=O)N1 (stereo not given)	-15	1	-2	95	-1.1	93	-2	-5	2	-14
Cc1cc(C)n(C(=O)CNC(=O)c2ccc3c(c2)OCCO3)n1	-7	1	-4	92	-0.6	102	-2	-15	19	x
COc1ccccc1OCC(=O)N(Cc1nc(-c2ccccc2)no1)C1CCCCC1	-47	3	-1	81	-0.1	71	7	-1	3	-12
CC(C)N(C)C1CCN(C(=O)Nc2ccc(Cl)cc2)CC1	-29	2	1	87	-3.0	85	2	-8	6	8
N/C(=N\OC(=O)COc1ccc(Cl)cc1)c1ccc(Cl)cc1	-13	14	-5	106	-0.4	92	-5	2	5	15
O=C(CNc1ccccc1)N/N=C/c1ccc2c(c1)OCO2	-3	5	-8	92	-1.2	92	-3	-7	9	x
Cc1nnc(SCC(=O)NCC2CCCO2)n1-c1ccccc1 (stereo not given)	-48	0	0	107	0.6	106	-2	-8	28	-17
CCOC(=O)N1CCC(c2[nH][nH]c(=O)c2C)CC1	-16	1	-1	102	0.6	95	1	1	18	x
C=CCn1c(=O)[nH]c2cc(C(=O)N3CCN(c4cc(C)ccc4C)CC3)ccc2c1=O	-28	5	-1	65	-2.1	63	9	-4	0	-20
COc1ccc(-c2[nH]ncc2-c2cnn(-c3ccccc3)c2)c(O)c1	1	-1	-1	75	46*	74	0	-7	5	6
S=c1[nH]nc(CSCc2ccccc2Cl)n1-c1ccccc1	-18	3	-2	98	-3.3	99	-3	-24	20	-15
CCCc1cc(=O)[nH]c(SCC(=O)c2cc(C)n(C(C)COC)c2C)n1 (stereo not given)	-2	5	x	90	-2.9	85	-11	-20	45*	8
Cc1ccc(C(=O)N2CCCC2)cc1S(=O)(=O)Nc1ccccc1	-31	4	1	101	-0.2	106	0	-12	25	21
CCOC(=O)C1CCN(CC(=O)Nc2c(C(=O)OC)n(C)c3cccc(C)c23)CC1	-11	3	0	102	-1.5	83	3	-4	8	-22
O=C(Nc1ccc(-c2cn3ccsc3n2)cc1)C1COc2ccccc2O1 (stereo not given)	-15	2	-1	66	0.0	74	17	-4	27	13
COc1cccc(OCc2nc3ccccc3[nH]2)c1	2	3	-1	78	-1.6	95	-4	-12	13	6
CC1=C(C#N)C(NC(=O)C(C)(C)C)(C(F)(F)F)C(=O)N1 (stereo not given)	-12	3	x	102	-1.1	94	2	-15	42	-9
O=C(COc1ccc(-n2cnnn2)cc1)NC1CCCCC1	-35	0	-1	102	-2.0	91	14	x	3	-32

2 of the compounds above, with each value named:
> C=CCn1c(=O)[nH]c2cc(C(=O)N3CCN(c4cc(C)ccc4C)CC3)ccc2c1=O
- Yeast growth inh: -28
- NPY Y2 blocker: 5
- Phagocyt inh: -1
- HCT116 PTEN-null: 65
- MRP-1 activ: -2.1
- bCat KO growth: 63
- GALR2 antag: 9
- Yeast life ext: -4
- Measles CPE: 0
- E-sel TNF inh: -20
> COc1ccc(-c2[nH]ncc2-c2cnn(-c3ccccc3)c2)c(O)c1
- Yeast growth inh: 1
- NPY Y2 blocker: -1
- Phagocyt inh: -1
- HCT116 PTEN-null: 75
- MRP-1 activ: 46*
- bCat KO growth: 74
- GALR2 antag: 0
- Yeast life ext: -7
- Measles CPE: 5
- E-sel TNF inh: 6

Next section
SMILES	Yeast growth inh	NPY Y2 blocker	Phagocyt inh	HCT116 PTEN-null	MRP-1 activ	bCat KO growth	GALR2 antag	Yeast life ext	Measles CPE	E-sel TNF inh
CC(C)C(=O)Nc1ccccc1N1CCN(S(C)(=O)=O)CC1	-46	1	0	112	-1.1	90	-1	-11	9	-12
CSc1ccccc1NC(=O)CN(C)CC(=O)Nc1ccccc1F	-18	1	4	105	-1.2	91	18	5	10	x
COc1ccc(N(CC(=O)NCc2ccc3c(c2)OCO3)S(C)(=O)=O)cc1OC	-14	0	-1	95	-3.4	95	-9	-5	25	-1
N#Cc1ccc(Oc2cccnc2)cc1C#N	-11	4	0	84	-1.0	92	4	-11	10	36
COC(C(=O)Nc1ccc(F)cc1F)c1ccccc1 (stereo not given)	1	2	x	108	0.1	89	-3	-14	9	9
O=C(c1cccc(C(F)(F)F)c1)N1CCC(O)(CS(=O)(=O)Cc2ccccc2Cl)CC1	7	0	x	78	-3.3	88	-7	-26	14	-2
COC(=O)c1ccc(C(=O)OC)c(NC(=O)COC(=O)C2CC2C)c1 (stereo not given)	-3	8	0	101	-1.9	94	-1	-6	21	-14
CN1CCN(c2ncnc3c2cnn3-c2ccc(Cl)cc2)CC1	-85	4	0	87	-1.5	78	-7	-11	27	x
CCn1cc(CNC(=O)/C=C/c2cnn(C)c2)c(C)n1	-51	3	-3	92	0.1	105	-10	6	5	7
CC1(C)C(=O)Nc2ccccc2N1C(=O)CSc1nnc2c(Cl)cc(Cl)cn12	-32	4	-4	96	-1.0	101	15	2	19	x
Cc1ccc(C)c2[nH]c(=O)c(C(c3nnnn3C(C)(C)C)N3CC=C(c4ccc(F)cc4)CC3)cc12 (stereo not given)	-30	0	-11	67	0.1	66	-4	4	6	x
O=C(C(Cc1ccccc1)N1C(=O)C2C3C=CC(C3)C2C1=O)N1CCCCCC1 (stereo not given)	-20	5	-1	95	0.3	96	0	-14	17	-44
O=C(COc1ccc2c(C(F)(F)F)cc(=O)oc2c1)Nc1ccc2c(c1)OCCO2	-12	2	1	90	-0.4	89	-4	-14	6	-9
Cc1occc1C(=O)N1CCN(c2ccc(Cl)c(Cl)c2)CC1	-13	6	0	76	2.8	60	1	-3	6	-34
O=C(CSc1nnc(-c2ccccc2Cl)n1Cc1ccco1)Nc1ccc2c(c1)OCCO2	-57	2	3	91	-1.3	94	2	-27	6	-24
Cc1sc2ccccc2[n+]1CCC(C)S(=O)(=O)[O-] (stereo not given)	-39	3	x	91	0.1	106	-1	0	9	-36
O=C(Cn1c(=O)oc2ccccc21)Nc1ccc(S(=O)(=O)N2CCCCC2)cc1	-79	0	0	72	-1.9	91	-4	-4	1	-4
Cc1c(N2C(=O)C(=O)/C(=C(/O)c3ccccc3)C2c2ccc(F)cc2)c(=O)n(-c2ccccc2)n1C (stereo not given)	0	9	-3	107	2.0	97	3	-3	8	x
Cn1cc([N+](=O)[O-])c(C(=O)Nc2ccn(C34CC5CC(CC(C5)C3)C4)n2)n1	-27	-2	3	33	-1.2	36	-2	-2	6	x
Cc1ccnc(NC(=O)c2c(-c3ccccc3Cl)noc2C)c1	4	1	-1	83	-1.9	84	1	0	24*	1
COc1ccc(OCc2cccc(C(=O)O)c2)cc1	5	x	0	64	-2.7	64	x	-3	2	x
CCC(C)NC(=O)C1CC(c2cccc(OC)c2)=NO1 (stereo not given)	-9	5	-2	94	-1.2	104	-6	-8	13	-30
Cc1ccc(NC(=O)CC(C(=O)O)c2ccccc2)cc1 (stereo not given)	2	2	1	107	0.4	101	1	3	0	-10
Cc1ccc(OCCNC(=O)c2ccco2)cc1C	-16	0	-1	102	0.1	91	2	-5	1	6
O=C(NNC(=O)c1ccncc1)c1ccncc1	-32	1	2	102	-1.7	103	7	0	13	2
CCS(=O)(=O)N1Cc2ccccc2CC1C(=O)OCC(=O)Nc1ccc(SC(F)F)cc1 (stereo not given)	-23	-2	-1	87	0.1	89	22	-1	2	22
CCCCNC(=O)c1ccc(CS(=O)(=O)c2cccc(C(F)(F)F)c2)o1	-65	1	1	102	-0.1	96	8	-14	x	32
Nc1nc(N)nc(-c2ccccc2)n1	-53	5	0	97	-0.4	95	-6	-8	15	-8
CCOc1ccc(C2Nc3ccc4ccccc4c3-c3c2c(=O)oc2ccccc32)cc1 (stereo not given)	-21	0	-2	4	-5.5	2.7*	-2	-6	1	5
